# Rtt109 HAT inh = blocks Candida albicans Rtt109/Vps75 acetyltransferase activity; Q5AAJ8; purified Rtt109/Vps75, ThioGlo CoA-SH fluorescence, 4 h; inhibition, % at 34.9 µM; actives 0.16% (n = 330,000);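 active means inhibition of at least 50% in every replicate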
# Target sequence (Q5AAJ8 whole entry, looked up): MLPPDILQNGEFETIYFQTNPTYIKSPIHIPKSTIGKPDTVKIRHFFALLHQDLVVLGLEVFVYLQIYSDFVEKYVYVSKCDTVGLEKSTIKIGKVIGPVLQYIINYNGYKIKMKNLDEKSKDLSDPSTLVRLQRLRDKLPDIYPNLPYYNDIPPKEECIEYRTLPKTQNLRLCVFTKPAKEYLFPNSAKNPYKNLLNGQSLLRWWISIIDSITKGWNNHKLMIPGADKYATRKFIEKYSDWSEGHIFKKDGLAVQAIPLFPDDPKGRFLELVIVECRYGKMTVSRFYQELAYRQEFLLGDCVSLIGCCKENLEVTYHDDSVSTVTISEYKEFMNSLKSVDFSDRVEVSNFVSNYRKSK
# phage Ecoli inh = E. coli growth loss with phage present; growth absorbance; inhibition, % at 11.9 µM; actives 0.26% (n = 360,000); in the data active means inhibition above about 11%
# PfHsp90 set2 = reduces growth (ATP signal) of yeast expressing P. falciparum Hsp90 | actives 0.32% (n = 310,000) | inhibition, % at 9.4 µM | S. cerevisiae expressing PfHsp90, BacTiter-Glo ATP, 48 h; yeast lacking PDR1 and PDR3 efflux regulators | AID 504621;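 active means every replicate shows inhibition above about 80%, whatever the replicate mean, limit read from the data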;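 further: 0% = DMSO neutral controls and 100% = 20 µM radicicol positive controls; yeast relying on Plasmodium falciparum Hsp90 in place of its own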
# Tat export inh = E. coli Tat transport inhibition | AID 488895 | E. coli MC4100 TorA-mCherry Tat export, fluorescence | actives 0.036% (n = 340,000) | inhibition, % at 10 µM;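 active means mean replicate inhibition at least 50% and at least half of replicates individually reaching 50%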;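 further: exported cargo escapes ClpAP degradation while cytoplasmic cargo is degraded and loses fluorescence; 0% = median of neutral control wells and 100% = median of NaSCN control wells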
# PvdQ acylase = blocks Pseudomonas aeruginosa PvdQ acylase activity; inhibition, % at 10 µM; purified PvdQ acylase, fluorescence plate reader; actives 0.063% (n = 340,000); in the data active means inhibition above about 30%, passing the limit was not always enough;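 further: 0% = vehicle neutral wells and 100% = reference inhibitor wells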
# Ecoli viability = reduces bacterial viability in AddAB counter-screen; inhibition, % at 11.9 µM; E. coli V3065 growth, OD600 absorbance, 18 h; AID 449728; actives 0.27% (n = 330,000);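 active means inhibition above the campaign's mean inhibition across all tested compounds plus 3 SD, cut at about 9.9% in these data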;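 further: uninfected addAB+ strain grown without phage in ampicillin broth; 0% = DMSO wells and 100% = ciprofloxacin 0.95 µg/ml wells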
# CAL PDZ FP = inhibitors of human CAL PDZ peptide binding; Q9HD26; purified CAL PDZ, TMR-peptide fluorescence polarization, 1 h; inhibition, % at 20 µM; actives 0.02% (n = 330,000); AID 504414;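 active means highest replicate inhibition of at least 40%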;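 further: plate controls were DMSO neutral control wells for no effect and unlabeled competitor peptide control wells for full effect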
#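 Material – purified CerCALP PDZ construct · Detection – FP readout, S and P plane fluorescence · Measure – percent inhibition from loss of millipolarization · Controls – unlabelled peptide for full inhibition, DMSO wells as neutral · Probe or stimulus – TMR-labelled reporter peptide T*-PRC34 bound in PDZ groove · Times – 1 h at RT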
# DAGLB inhibitor = blocks human DAGLB lipase activity | AID 504411 | inhibition, % at 5.17 µM | Q8NCG7 | actives 0.059% (n = 340,000) | HEK293T DAGLB membrane lysate, EnzChek fluorogenic substrate; in the data active means inhibition above about 34%;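 further: 0% = enzyme with vehicle and 100% = wells lacking enzyme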
# Target sequence (Q8NCG7 whole entry, looked up): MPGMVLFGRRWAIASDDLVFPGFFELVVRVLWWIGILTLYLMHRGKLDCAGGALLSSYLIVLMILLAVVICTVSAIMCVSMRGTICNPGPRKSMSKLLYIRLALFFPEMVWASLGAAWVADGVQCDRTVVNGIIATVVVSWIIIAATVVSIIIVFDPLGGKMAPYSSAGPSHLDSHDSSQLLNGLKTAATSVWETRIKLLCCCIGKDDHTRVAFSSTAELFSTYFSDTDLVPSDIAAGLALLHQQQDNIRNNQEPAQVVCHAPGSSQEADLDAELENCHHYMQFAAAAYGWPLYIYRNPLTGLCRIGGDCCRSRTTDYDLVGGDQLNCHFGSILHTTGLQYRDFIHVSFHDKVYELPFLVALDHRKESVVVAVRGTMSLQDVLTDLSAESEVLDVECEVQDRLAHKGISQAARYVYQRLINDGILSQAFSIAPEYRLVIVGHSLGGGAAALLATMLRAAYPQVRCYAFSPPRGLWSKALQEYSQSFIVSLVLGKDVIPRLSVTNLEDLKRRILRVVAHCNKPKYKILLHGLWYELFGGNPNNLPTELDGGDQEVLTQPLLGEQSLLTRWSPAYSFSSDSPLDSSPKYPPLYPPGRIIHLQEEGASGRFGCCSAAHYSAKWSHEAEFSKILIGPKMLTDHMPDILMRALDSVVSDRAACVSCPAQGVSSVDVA
# AddAB inh = less growth of phage-infected E. coli with AddAB; E. coli expressing H. pylori AddAB, absorbance growth; inhibition, % at 11.9 µM; actives 0.29% (n = 330,000); in the data active means inhibition above about 12%;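 further: 0% = vehicle wells of infected cells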
# Wnt act = activates Wnt/beta-catenin signaling in a reporter cell assay. activator, plate reader. activation, % at 9.35 µM. actives 1.2% (n = 300,000); in the data active means activation above about 30%, passing the limit was not always enough;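 further: 0% = neutral control wells and 100% = positive control wells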
# The depositor's hits bear a star; . = not tested or not shown. Hits appear at their usual frequency; about 1.9% have a hit in one of these screens.
(1) O=C(NCCc1ccccc1)C1CCN(S(=O)(=O)c2ccc(Br)s2)CC1
(2) CN(C(=O)CSc1nnc(-c2ccc(F)cc2)c2ccccc12)C1CCS(=O)(=O)C1 (configuration not stated)
(3) C/C(=C/C=N/Nc1nc(N2CCCCC2)nc(N2CCCCC2)n1)c1ccccc1
(4) CCc1cc(=O)oc2c(C)c(OCC(=O)NCC3CCC(C(=O)O)CC3)ccc12 (configuration not stated)
(5) O=C1CCC(C(=O)OCc2cc(Cl)ccc2OC(F)F)N1 (configuration not stated)

Screen / compound no.	1	2	3	4	5
DAGLB inhibitor	-3	-2	-4	0	0
AddAB inh	7.1	0.2	-0.2	0.7	3.5
phage Ecoli inh	2.9	-1.2	2.9	3.1	2.5
PfHsp90 set2	13	11	.	-14	-7
Rtt109 HAT inh	15	-72	-11	5	-8
Tat export inh	12	-9	0	0	-3
Wnt act	.	-3	2	0	-2
CAL PDZ FP	-2.3	-0.1	-0.5	0.3	-0.6
PvdQ acylase	2	13	-12	5	-11
Ecoli viability	0.8	1.2	0.3	-3.3	-1.6

(6) CCOC(=O)c1c(C)[nH]c(C(=O)OCC(=O)Nc2sc(C(=O)N(C)C)c(C)c2C(=O)OCC)c1C
(7) COc1cc(S(=O)(=O)N2CCN(C(=O)c3ccco3)CC2)c(OC)cc1C
(8) CCOc1ccc2[nH]c(C)c(CN3CCN(C)CC3)c(=O)c2c1
(9) COc1ccccc1NC(=O)c1ccc2nc(C)sc2c1
(10) COc1ccccc1NC(=O)c1ccc(NC(=O)CNC(=O)c2ccc(OC)c(OC)c2)cc1

Screen / compound no.	6	7	8	9	10
DAGLB inhibitor	22	-3	1	-1	1
AddAB inh	-1.2	4.1	1.2	-0.3	1.0
phage Ecoli inh	1.3	2.9	-0.3	1.6	1.8
PfHsp90 set2	.	-1	.	5	-12
Rtt109 HAT inh	-7	2	.	-1	8
Tat export inh	3	-5	-1	12	8
Wnt act	-4	1	.	10	0
CAL PDZ FP	-0.5	0.5	-2.8	-0.2	-3.7
PvdQ acylase	-13	1	-14	-8	-7
Ecoli viability	-2.2	-0.9	0.9	-1.0	2.0

(11) Cc1cc(NC(=O)c2ccc(Cl)cc2)c(C(C)C)cc1O
(12) FC(F)(F)c1ccc2c(c1)C1C=CCC1C(c1ccncc1)N2 (configuration not stated)
(13) CCCCSc1[nH]c(=O)c(C(=O)OCC)cc1C#N
(14) CCOC(=O)Cc1csc(NC(=O)c2ccncc2)n1
(15) CCC(CC)C(=O)Nc1cccc(C(=O)NCCc2ccccc2)c1

Screen / compound no.	11	12	13	14	15
DAGLB inhibitor	-2	11	7	0	-1
AddAB inh	-0.5	.	0.2	5.0	1.9
phage Ecoli inh	1.4	2.7	0.3	2.4	4.8
PfHsp90 set2	-24	-24	19	-1	-36
Rtt109 HAT inh	-1	12	-2	-2	5
Tat export inh	4	0	0	-2	5
Wnt act	.	1	0	.	-1
CAL PDZ FP	-0.1	-0.2	-2.5	-4.1	-1.1
PvdQ acylase	-18	0	-5	-13	-3
Ecoli viability	0.7	.	0.2	3.0	2.6

(16) CSc1nnc(-c2ccc(S(=O)(=O)N3CCCCC3)cc2)o1
(17) O=C1/C(=C/c2cccc(F)c2)SC(=S)N1NS(=O)(=O)c1ccccc1
(18) O=C(Oc1ccc(Br)cc1)c1n[nH]c(=O)c2ccccc12
(19) CSCC[C@@H](C(=O)Nc1ccc2c(c1)OCCO2)N1Cc2ccccc2C1=O
(20) CCOC(=O)c1sc2nc(-c3ccccc3)ccc2c1N

Screen / compound no.	16	17	18	19	20
DAGLB inhibitor	-1	18	0	-2	-7
AddAB inh	2.2	3.7	-1.6	-1.2	4.2
phage Ecoli inh	-0.1	-0.6	3.2	2.4	5.4
PfHsp90 set2	18	-1	18	20	-2
Rtt109 HAT inh	-2	-13	9	10	-27
Tat export inh	0	-5	6	-5	-4
Wnt act	2	0	.	-5	.
CAL PDZ FP	-2.4	-0.9	-1.1	1.0	-1.8
PvdQ acylase	-18	-12	-1	18	-17
Ecoli viability	-0.9	0.2	-0.3	-0.6	-0.5

(21) COc1ccc(N2CCN(C(=O)c3ccc(OCC4CCCO4)cc3)CC2)cc1 (configuration not stated)
(22) O=C1CCCc2nc(N3CCCCC3)sc21
(23) N#Cc1ccc(NC(=O)C2CC(c3ccc(F)cc3)=NO2)cc1 (configuration not stated)
(24) Cn1cnnc1SCC(=O)N(Cc1ccc2c(c1)OCO2)C1(C(=O)NC2CCCCC2)CCCC1
(25) COc1cc(OC)cc(C(=O)NC2CCN(Cc3nnnn3Cc3ccc(F)cc3)CC2)c1

Screen / compound no.	21	22	23	24	25
DAGLB inhibitor	2	-1	-1	1	0
AddAB inh	-0.8	1.2	1.6	3.0	1.2
phage Ecoli inh	1.4	-1.8	3.7	2.6	3.6
PfHsp90 set2	-2	4	-82	-34	-6
Rtt109 HAT inh	1	-1	-1	2	-2
Tat export inh	-1	-2	4	4	2
Wnt act	-1	6	.	.	-1
CAL PDZ FP	0.5	-0.5	-1.9	-1.5	-0.3
PvdQ acylase	-12	-11	-6	-13	8
Ecoli viability	-0.1	0.3	0.7	1.3	-0.3

(26) CSC1=NC(NCCCO)c2c(sc3c2CC(C)(C)OC3)N1 (configuration not stated)
(27) COc1ccc(Cl)cc1NC(=O)COC(=O)c1cc(C)oc1C
(28) CCCc1nc2c(c(=O)c3ccccc3n2C)c(=O)n1-c1cc(C)cc(C)c1
(29) Cc1ccc(-n2c(=O)c3ccccc3n(CC(=O)C(C)(C)C)c2=O)cc1
(30) COc1ccc(-c2nnc(COc3ccc4ccccc4c3)o2)cc1OC

Screen / compound no.	26	27	28	29	30
DAGLB inhibitor	-1	-11	-2	2	-2
AddAB inh	1.5	0.3	1.8	-2.3	1.8
phage Ecoli inh	-0.9	3.1	1.9	0.6	3.8
PfHsp90 set2	-21	-7	7	5	-36
Rtt109 HAT inh	1	-17	16	-7	0
Tat export inh	4	-4	-1	-2	-7
Wnt act	-7	2	9	-1	-5
CAL PDZ FP	-1.0	-2.2	-2.4	-0.7	-4.7
PvdQ acylase	-10	-13	-1	-10	-12
Ecoli viability	-0.7	-1.7	1.1	-0.7	-0.2

(31) COc1ccc(COC(=O)c2cccc(S(=O)(=O)N3CCCC3)c2)cc1F
(32) O=C(CSc1nc(Nc2ccccc2)nc(N2CCOCC2)n1)Nc1ccccc1Cl
(33) O=C(COC(=O)C1CC2CCCC(C1)C2=O)NC(=O)c1ccc(OC(F)F)cc1 (configuration not stated)
(34) CN(Cc1ccccc1NS(=O)(=O)c1ccc(Cl)cc1)C1CCCCC1
(35) O=C(NCc1ccc2c(c1)OCO2)c1ccc2c(c1)OCCO2

Screen / compound no.	31	32	33	34	35
DAGLB inhibitor	-4	-1	-4	-4	-8
AddAB inh	1.9	-0.9	1.3	2.2	2.4
phage Ecoli inh	-0.3	1.7	-0.6	0.1	4.3
PfHsp90 set2	-4	1	-15	.	.
Rtt109 HAT inh	2	.	8	-2	-6
Tat export inh	0	9	2	0	-2
Wnt act	-2	.	1	1	3
CAL PDZ FP	-1.3	-2.5	-2.3	1.0	-0.9
PvdQ acylase	-7	-9	5	-13	-1
Ecoli viability	-1.8	-0.4	2.6	2.2	1.4

(36) Cc1ccc(N(C)C(=O)CCS(=O)(=O)c2cc3c(cc2Cl)NC(=O)CO3)cc1
(37) COCCn1c(-c2ccc(OC(F)(F)C(F)C(F)(F)F)cc2)nc2c1c(=O)[nH]c(=O)n2CC(C)C (configuration not stated)
(38) CC(C)c1ccccc1OCC(=O)Nc1nnc(C2CC2)s1
(39) Cc1nnc(SCC(=O)N2CCN(S(=O)(=O)c3ccc(Cl)cc3)CC2)n(N)c1=O
(40) CCN(CC)c1ccc(C(=O)OCC(=O)NC(C)(C)C)cc1

Screen / compound no.	36	37	38	39	40
DAGLB inhibitor	13	-5	-2	-1	-3
AddAB inh	-4.8	-2.2	.	2.9	2.2
phage Ecoli inh	2.4	0.8	0.6	3.0	3.1
PfHsp90 set2	19	-2	.	-13	1
Rtt109 HAT inh	3	3	23	-40	1
Tat export inh	-10	-6	2	-9	3
Wnt act	-2	.	-3	.	3
CAL PDZ FP	-0.8	-0.7	-0.4	-0.3	-1.8
PvdQ acylase	-8	-11	6	-8	-8
Ecoli viability	-1.4	-3.6	.	-0.1	0.0

(41) O=C(COC(=O)c1cnccn1)c1ccc(C2CCCCC2)cc1
(42) O=C(CCCc1ccccc1)Nc1nccs1
(43) C=CCNC(=O)c1cc2nc(C3CC3)cc(C(F)F)n2n1
(44) Cc1nnc(SCC(=O)Nc2cc(S(=O)(=O)N3CCOCC3)ccc2C)s1
(45) Cc1ccc2[nH]c(C(=O)O)c(NC(=O)c3ccccc3[N+](=O)[O-])c2c1

Screen / compound no.	41	42	43	44	45
DAGLB inhibitor	-2	-1	-2	3	2
AddAB inh	2.4	2.1	-1.4	.	1.0
phage Ecoli inh	0.4	0.9	5.3	-0.2	2.3
PfHsp90 set2	-12	-4	11	.	35
Rtt109 HAT inh	-1	-3	1	2	-5
Tat export inh	-6	4	-2	-1	-5
Wnt act	6	8	-1	-1	.
CAL PDZ FP	-0.9	0.2	-1.5	-3.1	-0.4
PvdQ acylase	5	-14	-21	-5	5
Ecoli viability	-1.7	0.7	-2.9	.	0.9

(46) CCc1ccccc1OCC(=O)Nc1ccc(C)c(S(=O)(=O)N2CCCCCC2)c1
(47) O=C(Cc1ccc(Cl)cc1Cl)Nc1ccc(OC(F)F)c(Cl)c1
(48) Cc1[nH]c2ccccc2c1/C=N/NC(=O)CNC(=O)c1ccco1
(49) CCN(/N=C/c1ccc(N(C)C)cc1)c1nc2ccccc2[nH]1
(50) CCC(CC)C(=O)N1CCCC(c2nc(-c3cccs3)no2)C1 (configuration not stated)

Screen / compound no.	46	47	48	49	50
DAGLB inhibitor	-14	-6	.	3	1
AddAB inh	2.0	3.8	2.6	.	1.3
phage Ecoli inh	0.8	2.4	2.3	3.6	-0.9
PfHsp90 set2	7	15	8	24	0
Rtt109 HAT inh	3	-10	5	.	-1
Tat export inh	-8	-5	-7	0	1
Wnt act	-4	.	-3	1	9
CAL PDZ FP	0.1	-1.5	-1.5	-4.0	0.0
PvdQ acylase	11	-12	6	-5	-5
Ecoli viability	1.4	-1.5	0.2	.	-2.2

# Bioassay records as filed in PubChem.
